Compound activity (PubChem)
CXCR6 inh: inhibitors of human CXCR6 receptor | O00574 | CHO-K1 PathHunter CXCR6 beta-arrestin, luminescence | inhibition, % at 20 µM | 360,000 tested, 0.36% active | AID 602244; in the data active means inhibition above about 34%, passing the limit was not always enough;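 further: antagonist mode with CXCL16 agonist at 10 nM final; 0% = 10 nM CXCL16 with DMSO and 100% = unstimulated wells without agonist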
Target sequence (O00574 whole entry, looked up): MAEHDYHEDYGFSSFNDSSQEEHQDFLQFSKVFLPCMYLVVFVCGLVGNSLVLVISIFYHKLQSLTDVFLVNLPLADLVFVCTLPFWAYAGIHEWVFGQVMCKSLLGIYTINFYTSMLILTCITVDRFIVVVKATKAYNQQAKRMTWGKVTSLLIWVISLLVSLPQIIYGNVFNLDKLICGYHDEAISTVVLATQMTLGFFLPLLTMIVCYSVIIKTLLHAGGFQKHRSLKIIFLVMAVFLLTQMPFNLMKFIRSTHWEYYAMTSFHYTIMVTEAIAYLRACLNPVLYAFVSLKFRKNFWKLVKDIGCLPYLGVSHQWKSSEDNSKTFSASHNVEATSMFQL
EBI2 block: antagonists of human EBI2 receptor. P32249. EBI2 beta-arrestin recruitment, luminescence, 7a,25-OHC stimulated. inhibition, % at 5 µM. 360,000 tested, 0.81% active; in the data active means inhibition above about 38%;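 further: enzyme fragment complementation signal reports receptor beta-arrestin coupling in cells; 0% = agonist plus DMSO wells and 100% = wells without agonist; some results beyond the cut were filed as inactive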
Target sequence (P32249 whole entry, looked up, the tested form may be a part): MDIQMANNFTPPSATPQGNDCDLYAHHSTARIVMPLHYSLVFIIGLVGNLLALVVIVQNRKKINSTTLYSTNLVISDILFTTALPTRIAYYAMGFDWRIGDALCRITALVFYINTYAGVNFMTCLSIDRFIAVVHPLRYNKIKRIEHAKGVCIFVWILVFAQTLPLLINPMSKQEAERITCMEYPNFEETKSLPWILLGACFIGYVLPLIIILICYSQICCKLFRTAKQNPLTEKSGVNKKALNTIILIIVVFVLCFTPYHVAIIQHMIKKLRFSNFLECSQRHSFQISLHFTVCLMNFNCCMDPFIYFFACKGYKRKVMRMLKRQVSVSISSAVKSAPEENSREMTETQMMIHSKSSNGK
* = called active by the depositor. These rows are one share of the data, so the mix of outcomes need not match the whole.

Values in the order – CXCR6 inh, EBI2 block
> COc1ccc(NC(=O)C2(C)Cc3c(-c4cccc(NC(C)=O)c4)ccnc3O2)cc1OC (configuration not stated)
 : 2, 4
> Cc1ccc(NC(=O)c2ccc(-c3cc(Cl)ccc3Cl)o2)c(C)c1
 : 1, 18
> Cc1ccc(C(=O)C2C(=O)C3CCC2C3)cc1 (configuration not stated)
 : -2, -3
> COC[C@H]1CCCN1[C@H]1CS(=O)(=O)N[C@@H]1COCc1ccccc1
 : 2, 0
> COc1ccc(-c2cc(NC=O)c3ncc(-c4ccc(OC)c(OC)c4)n3c2)cc1OC
 : 11, -15
> CCOC(=O)C1=CCN(S(=O)(=O)c2ccc(C)cc2)C1c1cccc(C)c1 (configuration not stated)
 : 11, 8
> CCOC(=O)CCCCCC(=O)Nc1ccc2c(c1)C(=O)N([C@@H](C)CO)C[C@@H](C)[C@H](CN(C)C(=O)Nc1ccccc1)OCCCC[C@H](C)O2
 : 7, -1
> CCCOc1ccc(F)cc1-c1cc(C(=O)NCc2ccccc2)[nH]n1
 : -2, 5
> COc1ccc(-c2oc3c(c2C(=O)OCCO)C(OCCO)CCC3)cc1 (configuration not stated)
 : -3, -2
> CC1Cn2c(Cc3ccccc3)nnc2S1 (configuration not stated)
 : -3, -2
> Cc1ccc(CNC(=O)CN2NS(=O)(=O)c3ccccc3C2=O)cc1
 : -4, 7
> O=C(/C=C/[C@H]1O[C@@H](n2ccc(=O)[nH]c2=O)[C@H](O)[C@@H]1O)NC1CCN(Cc2ccccc2)C1 (some centres not stated)
 : 0, -8
> O=S1(=O)N[C@H](Cc2ccccc2)COc2cccc(N3CCN(Cc4ccccc4F)CC3)c21
 : 3, 6
> Cc1cc(Br)cn2c(Cc3ccsc3)c(-c3ccc(Cl)cc3)nc12
 : -2, -1
> C[C@H]1CN([C@@H](C)CO)S(=O)(=O)c2ccc(Br)cc2O[C@@H]1CN(C)C(=O)C1CCOCC1
 : 2, -5
> CCOC(=O)N(C)c1c(CC)nc2c(OCc3ccc(OC(F)F)cc3)cccn12
 : -5, -2
> Cc1nnsc1C(=O)N1CCCC(C)(C(=O)NS(=O)(=O)C2CC2)C1 (configuration not stated)
 : 1, -4
> CC(=O)Nc1cccc(Nc2cnccn2)c1
 : -6, -7
> CC1=C(C(=O)N2CCOCC2)CC(CC(=O)NCc2ccco2)C(=O)N1Cc1ccccc1 (configuration not stated)
 : -5, 0
> CCCc1c(C(=O)N/N=C(\C)c2cc(C)sc2C)nnn1-c1nonc1N
 : 15, -2
> C#CCOc1ccc(/C=C2/C(=O)N(c3ccc(S(N)(=O)=O)cc3)N=C2C)cc1OC
 : -4, -6
> N#CCCN(C(=S)Nc1ccc(Cl)c(Cl)c1)C1CCCCC1
 : -3, -2
> c1ccc(Sc2ccncc2)cc1
 : -2, 0
> C[C@@H]1CN([C@@H](C)CO)C(=O)CCCn2nncc2CO[C@H]1CN(C)C(=O)Nc1cccc(Oc2ccccn2)c1
 : -6, -9
> CCN(C(=O)CN1C(=O)NC2(CCC(C)CC2)C1=O)C1CCCCC1 (configuration not stated)
 : -4, -1
> COc1cc2c(c(O)c1OC)C1Cc3ccc(OC)c(OC)c3CN1CC2 (configuration not stated)
 : -4, 6
> COC(=O)c1ccc2cn[nH]c2c1
 : 0, -7
> C[C@H]1CN([C@@H](C)CO)C(=O)CCCn2nncc2CO[C@H]1CN(C)C(=O)Nc1ccc(N2CCCCC2)cc1
 : -7, 5
> Cc1ccc(C)c(NC(=O)COC(=O)c2ccc(S(=O)(=O)N3CCCC3)cc2)c1
 : 8, -13
> CC(=O)Nc1cc(-c2cccc(C(=O)NCCN(C)C)c2)cn2c(-c3ccc(S(C)(=O)=O)cc3)cnc12
 : 6, -7
> CCc1nc2ccc(C(=O)N3CCN(S(=O)(=O)CC)CC3)cn2c1N(C)CCC(C)C
 : 2, -7
> Cc1ccc(S(=O)(=O)N(C)C[C@H]2OCCCC[C@@H](C)Oc3ccc(N(C)C)cc3C(=O)N([C@H](C)CO)C[C@@H]2C)cc1
 : 6, -8
> CN(C(=O)CN1CCN(c2cc(-c3ccc(-c4ccccc4)cc3)ncn2)CC1)c1ccccc1
 : -12, 35
> OC[C@@H]1CN(Cc2ccccc2)C[C@H](n2ccc3c(N4CCCC4)ncnc32)O1
 : -5, 2
> CC1(C)OC2COC(c3[nH]nc4c(=O)[nH]c(=O)[nH]c34)C2O1 (configuration not stated)
 : 1, -19
> CCOC(=O)N(C)c1c(CC)nc2c(OCc3ccccc3)cccn12
 : 3, -9
> O=C1C=C(N2CCOCC2)c2cccc3cccc1c23
 : 7, -5
> CC(=O)NC(c1cccc(F)c1)c1nc(-c2cccc(F)c2)cs1 (configuration not stated)
 : -8, 6
> CC(C)NC(=O)C1(C)CCN1C(=O)c1ccccc1 (configuration not stated)
 : 1, -5
> CN(C)S(=O)(=O)c1cccc(NC(=O)c2ccccc2SCC(=O)N2CCCC2)c1
 : 1, -4
> O=C(c1ccc(N2CCCC2=O)cc1)N1CCN(c2ccc(C(F)(F)F)cc2[N+](=O)[O-])CC1
 : 3, -10
> CCCNC(=O)C1(C)CCN(CCC(=O)c2ccc(Br)cc2)C1 (configuration not stated)
 : 2, 1
> Cc1ccc(Cc2c(-c3ccco3)nc3c4ccccc4ccn23)cc1
 : 7, 34
> COc1ccccc1NC(=O)N(C)C[C@@H]1OCc2cnnn2CCCC(=O)N([C@H](C)CO)C[C@@H]1C
 : 1, -7
> CC(C)C(N)c1csc(NC(=O)Nc2cccc(C(F)(F)F)c2)n1 (configuration not stated)
 : -11, 0
> CCC(CC)CN1CCC(CN2C(=O)C(=O)NC[C@@H]2CC(C)C)CC1
 : -3, -14
> CCCC(=O)N1CCC1(C)C(=O)Nc1ccc2nccnc2c1 (configuration not stated)
 : -18, -2
> O=C(NCc1ccccc1CN1CCCC1)C1CCN(C(=O)c2ccc(Cl)cc2)CC1
 : 8, 29
> CC1(C)CC(=O)C=C(c2ccc(CO)cc2)C1=O
 : -1, 3
> C[C@@H]1CN([C@@H](C)CO)C(=O)CCCn2nncc2CO[C@H]1CN(C)S(=O)(=O)c1ccc(Cl)cc1
 : -4, 2
> COc1cc2ccc(CC(N)=O)cc2cc1OC
 : -9, 0
> COc1cccc(C(=O)N2CCN(Cc3nc(-c4ccoc4)oc3C)CC2)c1
 : -10, 2
> CN1OC[C@@H]2CN3C(=O)N(c4cccc5ccccc45)c4ccccc4[C@@H]3C[C@@H]21
 : -3, -7
> COc1ccc(C(=O)CSC(=S)N2CCCCC2)cc1
 : 7, -4
> Cc1cc(C)cc(-n2c3ccc(NC(=O)Cc4cccc5ccccc45)cc3c(=O)n2C)c1
 : 16, -15
> CC(C)C[C@H]1CN([C@@H](CC(C)C)CN2CCC[C@H]2CN2C(=O)C(=O)NC[C@@H]2Cc2ccc(O)cc2)C(=O)C(=O)N1CC1CCCCC1
 : -6, -4
> COc1ccc(CCCNC(=O)C2Cc3c(-c4cccc(C(C)=O)c4)ccnc3O2)cc1 (configuration not stated)
 : 4, 10
> CC(C)C[C@H]1CN([C@@H](CC(C)C)CN2CCCC2CN2C(=S)NC[C@@H]2Cc2ccccc2)C(=S)N1CCc1ccccc1 (some centres not stated)
 : 9, -14
> CCNC(=O)C1CCCN(C(=O)c2cc(F)ccc2C)CC1 (configuration not stated)
 : -13, -8
> Nc1ccc2c3c(ccc([N+](=O)[O-])c13)CC2
 : 13, 4

3 compounds out of the list above, ordered by their value in EBI2 block, largest number first:
Values in the order – CXCR6 inh, EBI2 block
> COc1ccc(CCCNC(=O)C2Cc3c(-c4cccc(C(C)=O)c4)ccnc3O2)cc1 (configuration not stated)
 : 4, 10
> CCCC(=O)N1CCC1(C)C(=O)Nc1ccc2nccnc2c1 (configuration not stated)
 : -18, -2
> CN1OC[C@@H]2CN3C(=O)N(c4cccc5ccccc45)c4ccccc4[C@@H]3C[C@@H]21
 : -3, -7

Going on with the list.
Values in the order – CXCR6 inh, EBI2 block
> OC(c1cccc(F)c1)c1ncc(-c2ccc(C(F)(F)F)cc2)[nH]1 (configuration not stated)
 : -8, 6
> CC1(c2nnnn2Cc2ccccc2)CCC(=O)N1c1ccc(N2CCOCC2)cc1 (configuration not stated)
 : -4, -14
> COc1ccc(S(=O)(=O)N(C)C[C@@H]2OCCCC[C@H](C)Oc3ccc(NC(=O)Nc4ccc(C(F)(F)F)cc4)cc3C(=O)N([C@H](C)CO)C[C@H]2C)cc1
 : -15, -5
> CNc1ncnc2c1ncn2[C@H]1CN(CCN2CCOCC2)C[C@@H](CO)O1
 : 0, -14
> COCCNC(=O)C1(C)CCCN(CCS(=O)(=O)c2ccc(C)cc2)C1 (configuration not stated)
 : -1, -3
> c1ccc(-c2nc3c4ccccc4ccn3c2Cc2ccsc2)cc1
 : 1, -4
> Cc1ccc2nc(C(C)(C)C)c(Cc3cccc(F)c3)n2c1
 : 7, 3
> CC1(C(=O)N2CCCCC2)CCN1C(=O)c1ccccc1CCc1ccccc1 (configuration not stated)
 : 12, -8
> Cc1ccccc1-c1cc2nc(NCCOc3ccccc3Cl)n(C)c(=O)c2s1
 : 6, 14
> O=C1O[C@@H](c2ccccc2)C[C@@H](O)[C@H](O)CCCc2ccccc21
 : -11, -12
> Cc1nc(NC(=O)C(C)(C)C)sc1C(=O)Cn1cc(-c2ccc(C(C)(C)C)cc2)nn1
 : 2, -2
> O=C(NC1CCCC1)C1c2ccccc2OCC(=O)N1Cc1cccnc1 (configuration not stated)
 : -5, -9
> Cc1ccc([C@H]2C[C@@H](O)[C@H](n3cc(-c4ccc(F)cc4)nn3)CN2C(=O)c2cccs2)cc1
 : 3, 16
> Cc1cc2c(cc1C)C(=O)CCC2
 : 0, -11
> CCCNC(=O)C1(C)CCCN(C(=O)c2cccc(C#N)c2)C1 (configuration not stated)
 : -5, 10
> COc1ccccc1S(=O)(=O)N(C)C[C@@H]1Oc2ncc(-c3ccc(C)cc3)cc2C(=O)N([C@H](C)CO)C[C@@H]1C
 : 4, 5
> CC(C)(C)c1ccc(S(=O)(=O)NC(=O)C2(C)CCN2C(=O)Cc2cccs2)cc1 (configuration not stated)
 : -12, -15
> CC(=O)Nc1cccc(-c2ccnc3c2CC(C)(C(=O)Nc2ccc(Cl)cc2)O3)c1 (configuration not stated)
 : 7, 5
> C#CCN(C[C@H]1[C@H](OC(=O)NCc2ccco2)[C@H](OC(=O)NCc2ccco2)C[C@H]2C(=O)N(c3ccccc3)C(=O)[C@@H]12)S(=O)(=O)c1ccc(C)cc1
 : 4, 4
> Cc1nc(C(F)(F)F)ccc1C(=O)N1CCC1(C)C(=O)NS(=O)(=O)c1cccc(Cl)c1 (configuration not stated)
 : 0, -2

In the list so far, 5 have a CF3 group.
Values in the order – CXCR6 inh, EBI2 block
> O=C(c1ccc(N2CCCC2=O)cc1)N1CCN(c2ccc(C(F)(F)F)cc2[N+](=O)[O-])CC1
 : 3, -10
> CC(C)C(N)c1csc(NC(=O)Nc2cccc(C(F)(F)F)c2)n1 (configuration not stated)
 : -11, 0
> OC(c1cccc(F)c1)c1ncc(-c2ccc(C(F)(F)F)cc2)[nH]1 (configuration not stated)
 : -8, 6
> COc1ccc(S(=O)(=O)N(C)C[C@@H]2OCCCC[C@H](C)Oc3ccc(NC(=O)Nc4ccc(C(F)(F)F)cc4)cc3C(=O)N([C@H](C)CO)C[C@H]2C)cc1
 : -15, -5
> Cc1nc(C(F)(F)F)ccc1C(=O)N1CCC1(C)C(=O)NS(=O)(=O)c1cccc(Cl)c1 (configuration not stated)
 : 0, -2

As entered above.
Under EBI2 block, `CCCNC(=O)C1(C)CCCN(C(=O)c2cccc(C#N)c2)C1` (configuration not stated) reads 10
Under EBI2 block, `CC(=O)Nc1cccc(-c2ccnc3c2CC(C)(C(=O)Nc2ccc(Cl)cc2)O3)c1` (configuration not stated) reads 5

(list continues)
Values in the order – CXCR6 inh, EBI2 block
> CC1(C(=O)NS(=O)(=O)C2CC2)CCN(C(=O)COc2ccc(Cl)cc2Cl)C1 (configuration not stated)
 : 1, -5
> OC[C@@H]1CN(Cc2ccc(-c3ccccc3)cc2)C[C@H](n2cnc3c(Nc4ccccc4)ncnc32)O1
 : -18, 14
> COc1cccc(-c2cnc(C(O)c3cccc(CN4CCCCC4)c3)[nH]2)c1 (configuration not stated)
 : 9, -1
> Cc1noc(C)c1NC(=O)Nc1ccc2c(c1)C(=O)N([C@H](C)CO)C[C@@H](C)[C@@H](CN(C)S(=O)(=O)c1cn(C)cn1)OCCCC[C@H](C)O2
 : -3, 2
> O=[N+]([O-])c1ccc(CN2CC(N3CCC(Cc4ccccc4)CC3)CS2(=O)=O)cc1 (configuration not stated)
 : -17, 8
> CCc1nc(NCc2cccs2)c2nnn(Cc3ccccc3)c2n1
 : 1, 0
> O=C(O)c1ccc(Cl)cc1NC(=O)C1CCN(S(=O)(=O)c2cccs2)CC1
 : 1, 0
> COCOCCn1cc(CN2CCS(=O)(=O)N(Cc3ccc(-c4ccc(OC)c(OC)c4)cc3)C(CC(C)C)C2=O)nn1 (configuration not stated)
 : 7, 13
> Cc1ccc(C(=O)Nc2c(-c3ccc(Cl)cc3)[nH][nH]c2=O)cc1
 : -2, 1
> COc1ccc(C(C)=O)cc1OCc1ccccc1
 : 2, -11
> O=[N+]([O-])c1ccc(CN2CC(N3CCN(CCO)CC3)CS2(=O)=O)cc1 (configuration not stated)
 : 0, -15
> O=C(Nc1cc(C(F)(F)F)cc(C(F)(F)F)c1)O[C@@H]1c2ccccc2[C@@H]2Cc3csc[n+]3[C@H]12
 : -4, 27
> CCOC(=O)C1CCCN(C(=O)c2cccnc2Oc2ccccc2)CC1 (configuration not stated)
 : -4, -13
> COc1ccccc1N(C)S(=O)(=O)c1ccc(C(=O)N(C)Cc2cccc(F)c2)cc1
 : 0, 6
> COc1cccc(/C=C/C(=O)OCC(=O)c2ccc[nH]2)c1
 : -5, -3
> O=C1OCCC1=COCCOC=C1CCOC1=O
 : -1, -2
> Cc1cn([C@H]2C[C@H](O)[C@@H](CCC(=O)NCCCc3ccccc3)O2)c(=O)[nH]c1=O
 : 2, -1
> COc1ccc(-c2nc3ccc(C)cn3c2Cc2cccc(F)c2)cc1OC
 : 21, 21
